TrxR1 inh: inhibitors of rat thioredoxin reductase 1; O89049; Potency, µM (series often up to 114 µM), without a hit: top-dose activity change, negative = inhibition, usual class: inhibitors; recombinant rTrxR1, NADPH fluorescence consumption, selenite substrate; 390,000 compounds, 1% hits; AID 588453; also: potency is read from the fitted curve at half-maximal effect; % is scaled to controls: 0 for no effect and ±100 for the full control effect; nearly all actives have a fitted effect of over 65% in size
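Rat TrxR1 (90 nM in the dispensed reagent) was pre-reduced with 400 uM NADPH for 5 min at room temperature, then incubated with compound for 15 min. After 400 uM selenite was added, NADPH fluorescence (Ex 340/Em 450 nm) was followed for 8 min.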
Vif-APOBEC3G blk: inhibitors of Vif-APOBEC3G interaction; Q9HC16; HeLa A3G-eYFP + Vif (tagged APOBEC3G with the HIV-1 protein that degrades it), YFP fluorescence, overnight; Potency, µM (series often up to 46.1 µM), for the others: top-dose activity, negative = active, hits mostly inhibitors; 410,000 compounds, 0.076% hits; AID 602310;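 also: potency is read from the fitted curve at half-maximal effect; % is scaled to controls: 0 for no effect and ±100 for the full control effect; nearly all actives have a fitted effect of over 60% in size; hits raise eYFP signal because A3G escapes Vif-driven loss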
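HeLa cells stably expressing Vif and C-terminally eYFP-tagged A3G, seeded overnight at 37 deg C, then exposed to compound by pintool overnight at 37 deg C. Rise in yellow fluorescence (Ex 488/Em 500-530, Acumen) marks blocked Vif-driven A3G degradation.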
USP1 inh: inhibitors of human USP1/UAF1 deubiquitinase; O94782; recombinant USP1/UAF1, Ub-Rhodamine cleavage fluorescence; AID 743255; Potency, µM (highest dose often 57.1 µM), inactives show at the top dose activity change, negative = inhibition, actives largely listed as inhibitors; 390,000 compounds, 0.23% hits; also: potency is read from the fitted curve at half-maximal effect; % is scaled to controls: 0 for no effect and ±100 for the full control effect; nearly all actives have a fitted effect of over 60% in size; inactives centre near -12
Target sequence (O94782 whole entry, looked up): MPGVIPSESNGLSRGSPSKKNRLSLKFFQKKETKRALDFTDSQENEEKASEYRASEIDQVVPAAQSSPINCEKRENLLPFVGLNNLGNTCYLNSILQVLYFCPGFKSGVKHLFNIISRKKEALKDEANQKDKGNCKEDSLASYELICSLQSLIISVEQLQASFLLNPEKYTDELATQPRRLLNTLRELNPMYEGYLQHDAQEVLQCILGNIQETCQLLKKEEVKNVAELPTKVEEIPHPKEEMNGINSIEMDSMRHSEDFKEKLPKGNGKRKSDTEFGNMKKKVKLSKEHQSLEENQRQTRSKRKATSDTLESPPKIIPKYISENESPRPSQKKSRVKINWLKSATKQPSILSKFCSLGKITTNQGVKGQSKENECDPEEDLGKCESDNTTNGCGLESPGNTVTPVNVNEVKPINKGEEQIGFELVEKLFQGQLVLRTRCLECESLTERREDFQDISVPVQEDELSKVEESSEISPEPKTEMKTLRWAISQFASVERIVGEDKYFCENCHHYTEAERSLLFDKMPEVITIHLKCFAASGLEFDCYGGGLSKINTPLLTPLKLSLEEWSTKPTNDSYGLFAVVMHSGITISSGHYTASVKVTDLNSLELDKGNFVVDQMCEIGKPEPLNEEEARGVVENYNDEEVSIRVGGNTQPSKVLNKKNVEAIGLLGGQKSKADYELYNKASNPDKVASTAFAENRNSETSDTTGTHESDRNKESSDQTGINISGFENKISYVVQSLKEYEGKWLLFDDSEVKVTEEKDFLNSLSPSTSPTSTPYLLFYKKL
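High-throughput fluorogenic screen: 1nM USP1/UAF1 complex, Ub-Rho substrate 150nM final, 50mM HEPES pH 7.8 with 0.5mM EDTA, 0.1 mg/ml BSA, 1mM TCEP and 0.01% Tween-20.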
IDH1 R132H inh: human IDH1 R132H inhibition | O75874 | IDH1-R132H enzyme, NADPH consumption, diaphorase/resazurin fluorescence | Potency, µM (top dose mostly 76.6 µM), inactives show top-dose activity change, negative = inhibition, usual class: inhibitors | 390,000 compounds, 0.093% hits | AID 602179; also: potency is read from the fitted curve at half-maximal effect; % is scaled to controls: 0 for no effect and ±100 for the full control effect; nearly all actives have a fitted effect of over 65% in size
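IDH1-R132H (0.5 ug/mL) preincubated 30 min with compound, then NADPH (0.016 mM) and alpha-KG (2 mM) added; 80 min at RT, pH 7.5. Remaining NADPH coupled via diaphorase/resazurin to fluorescence (540/590 nm); concentration-response curves normalized to no-enzyme control.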
LDHA inh: blocks human lactate dehydrogenase A. AID 1347041. activity change, % (values are at about 110 or 230 µM). 480,000 compounds, 0.15% hits. purified LDHA, NADH/diaphorase-resazurin fluorescence; stronger effect = lower value. P00338; in the data active = activity change below about -30%; inconclusive = mostly about -25% to -30%;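 also: plate controls were DMSO wells for no effect and wells without enzyme for full effect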
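Remaining NADH was detected by diaphorase (0.133 mg/mL) converting 37 µM resazurin to fluorescent resorufin, read at 0 and 20 minutes. The preceding 5-minute room-temperature reaction used 2 nM LDHA, 0.2 mM sodium pyruvate and 0.06 mM NADH at pH 7.4.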
Vif-A3F inh: inhibitors of Vif-A3F interaction. AID 602313. HeLa A3F-eYFP + Vif (tagged APOBEC3F with the HIV-1 protein that degrades it), YFP fluorescence increase. 390,000 compounds, 0.2% hits. Potency, µM (top dose mostly 46.1 µM), for inactives: at the top dose activity, negative = active; also: potency is read from the fitted curve at half-maximal effect; % of control where 0% means no effect; nearly all actives have a fitted effect of over 65% in size
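HeLa cells stably expressing A3F-eYFP plus Vif, plated and incubated overnight at 37 deg C, then exposed to compounds overnight at 37 deg C. Blocked degradation read as raised yellow fluorescence (Ex 488/Em 500-530).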
RGS4 inhibitor: inhibitors of human regulator of G protein signaling 4. Transcreener GDP fluorescence polarization, RGS4-accelerated GTP hydrolysis. 390,000 compounds, 0.039% hits. Potency, µM (titrated, usually from 114 µM), for the others: top-dose activity change, negative = inhibition, usual class: inhibitors. P49798; also: potency is read from the fitted curve at half-maximal effect; % is scaled to controls: 0 for no effect and ±100 for the full control effect; nearly all actives have a fitted effect of over 75% in size; some results filed as inactive show a strong effect at the top dose
Target sequence (P49798 whole entry, looked up): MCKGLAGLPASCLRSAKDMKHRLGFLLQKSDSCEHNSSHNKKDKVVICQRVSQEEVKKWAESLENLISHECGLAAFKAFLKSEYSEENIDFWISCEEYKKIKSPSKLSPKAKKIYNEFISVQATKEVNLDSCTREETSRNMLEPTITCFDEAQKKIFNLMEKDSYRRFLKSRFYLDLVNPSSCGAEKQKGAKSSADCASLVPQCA
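MLSMR compounds (23 nl, pin-transferred) preincubated 10 min at room temperature with a 500nM (2x) first reagent, then RGS4 at 900nM (2x) plus Transcreener GDP mix added; fluorescence polarization (620/688 nm) read before and after 90 min at 30 °C.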
GRP78 ERSR act: inducers of ER stress response in human glioma cells; U87-MG GRP78 promoter luciferase reporter, 16 h; AID 602332; Potency, µM, inactives show at the top dose activation, hits mostly activators; 420,000 compounds, 0.02% hits; also: potency is read from the fitted curve at half-maximal effect; series mostly up to about 76 µM; % of control where 0% means no effect; nearly all actives have a fitted effect of over 35% in size
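Stably transfected U87-MG human glioma cells carrying a GRP78-based luminescent sensor were seeded at 1000 cells/well, pin-dosed with compounds and incubated 16 h. Luciferase reagent was then added, and end-point luminescence was read after 10 min at room temperature.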
TrxR1 substrate: substrates of rat thioredoxin reductase 1 | purified TrxR1 substrate turnover, NADPH consumption readout | Potency, µM (top dose mostly 114 µM), inactives show at the top dose activity change, negative = substrate turnover | 390,000 compounds, 0.01% hits | AID 588456; also: potency is read from the fitted curve at half-maximal effect; % is scaled to controls: 0 for no effect and ±100 for the full control effect; nearly all actives have a fitted effect of over 50% in size
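Rat TrxR1, dispensed at 90 nM, was prereduced with 400 uM NADPH (final) for 5 min at ~22 deg C, then incubated with compound 15 min before 400 uM selenite. A first-read NADPH fluorescence drop versus no-compound background flagged substrates.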
* hit, by the source's call; ? = inconclusive; . = not tested or not shown; & = joins results of further samples; [ ] = another dose, or the depositor's remark. Unless noted, calls follow the shape of the dose curve; as a rule, active = well fitted curve in the direction sought with a large enough effect; inconclusive = small, poorly fitted or top-dose-only effect, or another doubt; inactive = no such curve, though single readings can be large; an effect the other way counts as inactive or inconclusive.

SMILES	TrxR1 substrate	GRP78 ERSR act	RGS4 inhibitor	TrxR1 inh	LDHA inh	IDH1 R132H inh	Vif-APOBEC3G blk	USP1 inh	Vif-A3F inh
CCN(CC)c1ccc(/C=N/NC(=O)c2ccoc2C)cc1	20.2%	-9.2%	-9.0%	4.5%	1.0	4.7%	-0.5%	-22.5%	5.1%
COc1ccc(CCc2nc(C)ccc2O)cc1	-6.3%	1.7%&1.3%	15.6%&-0.8%	-14.3%	-7.9&-6.9	3.2%&7.2%	3.4%&-3.9%	-11.8%&-22.5%	-1.1%&4.3%
C[C@@H]1CN([C@H](C)CO)C(=O)CCCn2cc(nn2)CO[C@H]1CN(C)S(=O)(=O)c1ccc2ccccc2c1	.	-1.7%	.	.	-34.2*	-3.6%	-7.8%	-18.0%	-1.5%
CCCCCCCCCOC(=O)C1N2C(=O)[C@@H](NC(=O)COc3ccccc3)[C@H]2SC1(C)C (stereo partly drawn)	5.4%[57.1 µM]	-1.4%&-0.1%	-8.6%	22.5%[57.1 µM]	2.8	8.0%	4.1%&-7.6%	-35.7%	-11.8%
CCOC(=O)c1c(NC(=O)COc2ncnc3ccccc23)sc(C(C)=O)c1C	-6.2%	-3.0%	-3.6%	-2.0%	-5.7	-1.8%	-8.9%	-19.7%	4.9%
O=S(=O)(c1ccccc1)c1nnn2c1nc(NCc1ccccc1)c1cc(Cl)ccc12	43.4%[activator]	-1.9%	-11.2%	8.5%	-4.5	3.6%	-5.0%	8.3%	-5.0%
O=C(c1ccc(F)c(S(=O)(=O)N2CCOCC2)c1)N(c1ccccc1)c1ccccn1	8.2%[57.1 µM]	-1.6%	6.6%	22.3%[57.1 µM]	-6.0	6.0%	0.1%	-0.4%	-12.8%
O=C(O)C=C1C2CC3CC(C2)CC1C3	1.3%	-4.7%	-24.2%	2.6%	1.9	-0.5%	1.5%	5.2%	-8.0%
O=C(Nc1ccc(Cl)c(Cl)c1)OCCNC(=O)c1cccc(Cl)c1	-14.6%	-3.1%	-10.0%[11.4 µM]	7.6%[57.1 µM]	-5.8	-2.6%	-8.5%	-16.9%	-4.3%
O=C(NNc1ncc(C(F)(F)F)cc1Cl)c1c(Cl)cccc1Cl	-3.0%	-4.7%	11.9%	-13.0%	0.9	18.6%	?	-4.3%	-6.4%
COc1ccc(CNC(=O)c2cc(C)nn2-c2ccccc2)cc1	3.6%	-3.9%	3.3%[11.4 µM]	27.2%	-2.6	-15.0%	0.3%	-10.0%	1.7%
O=S(=O)(NCc1csc(-c2ccccc2)n1)c1ccccc1	-6.9%	.	5.8%	-0.5%	-5.0	.	.	-16.2%	.
Cc1ccc(C(=O)Nc2nc(-c3ccccn3)cs2)cc1S(=O)(=O)N1CCOCC1	-7.8%	-7.7%	?	-0.7%	1.6	1.6%	-1.9%	?	1.9%
Cc1ccc(O)c(C2=Nc3ccccc3N=C(c3cccc([N+](=O)[O-])c3)C2)c1	2.1%	2.2%	16.6%	9.1%	0.4	-0.2%	0.2%	-19.3%	7.7%
S=C(c1ccc(-c2cc(Cl)ccc2Cl)o1)N1CCOCC1	0.0%	-4.9%	-47.8%	-18.0%	-2.2	-3.0%	-1.1%	-22.9%	-0.1%
COc1ccc(CCNC(=O)NC2CCCCC2)cc1OC	-2.7%	-2.0%	21.2%	20.3%	-7.9	1.2%	2.3%	-9.0%	-12.2%
O=C(CN1C(=O)CC(c2ccccc2)=Nc2ccccc21)NC1CCCCC1	5.1%	-2.3%	29.8%	25.9%	-8.8	6.0%	-5.9%	-5.8%	.
CC(=O)Nc1ccc(NC(=O)C(C)n2c3ccccc3c3nc(=O)cc(C)n32)cc1 (stereo not drawn)	2.5%[57.1 µM]	1.7%	8.2%	31.8%[57.1 µM]	2.5	6.4%	-4.3%	-16.7%	1.9%
COc1ccc(NC(=O)Cc2nnc(N)s2)cc1	5.6%	-1.2%	-36.6%	24.0%[57.1 µM]	2.2	3.0%	-1.1%	-15.9%	-20.5%
COc1ccc(/C=N/NC(=O)c2ccc(Br)cc2)c(OC)c1	-0.5%[57.1 µM]	3.9%	16.3%	13.4%[57.1 µM]	-5.1	5.9%	-1.2%	-26.0%	-0.7%

Two compounds drawn at random from the list so far:
SMILES	TrxR1 substrate	GRP78 ERSR act	RGS4 inhibitor	TrxR1 inh	LDHA inh	IDH1 R132H inh	Vif-APOBEC3G blk	USP1 inh	Vif-A3F inh
O=C(O)C=C1C2CC3CC(C2)CC1C3	1.3%	-4.7%	-24.2%	2.6%	1.9	-0.5%	1.5%	5.2%	-8.0%
S=C(c1ccc(-c2cc(Cl)ccc2Cl)o1)N1CCOCC1	0.0%	-4.9%	-47.8%	-18.0%	-2.2	-3.0%	-1.1%	-22.9%	-0.1%

Further structures.
SMILES	TrxR1 substrate	GRP78 ERSR act	RGS4 inhibitor	TrxR1 inh	LDHA inh	IDH1 R132H inh	Vif-APOBEC3G blk	USP1 inh	Vif-A3F inh
Cc1[nH]c(=O)[nH]c(=O)c1S(=O)(=O)N1CCCC(C(=O)NCCc2ccccc2)C1 (stereo not drawn)	7.5%[57.1 µM]	-5.4%	7.3%	9.7%	-1.2	0.6%	-1.2%	11.5%	7.3%
COc1cccc(C(=O)Nc2nnc(S(=O)(=O)N(C)Cc3ccc(F)cc3)s2)c1	-4.5%	1.4%	-5.5%	4.2%	-1.0	37.5%[activator]	1.0%	-12.4%	2.3%
CCOC(=O)c1c(NC(=O)/C=C/C(=O)O)sc(C)c1-c1ccc(Cl)cc1	-5.7%	?	-19.2%	4.9%	-4.8	?	-1.6%	?	0.9%
Cc1ccccc1OCCC(=O)OCC(=O)NNC(=O)c1cccs1	-0.7%	-5.2%	6.4%	8.5%	-11.2	-13.6%	-4.5%	-5.3%	-7.1%
COc1ccccc1-c1c(C(F)(F)F)oc2c(CN3CCCCC3C)c(O)ccc2c1=O (stereo not drawn)	1.2%	-1.4%	-2.6%	4.0%	-2.8	-5.6%	1.0%	-7.7%	-5.3%
CCS(=O)(=O)c1ccc2c(c1)N(S(=O)(=O)c1ccccc1)CC(C(=O)O)O2 (stereo not drawn)	-1.0%	-2.1%	-12.1%	-7.9%	-0.3	9.6%	0.6%	-18.8%	.
c1coc(CSc2ncnc3c2oc2ccccc23)c1	11.4%[57.1 µM]	6.8%	-32.7%	15.7%[11.4 µM]	-1.1	3.0%	-1.1%	-21.6%	?
O=C(/C=C/Nc1ccc(S(=O)(=O)Nc2ncccn2)cc1)c1cccs1	-8.2%	4.5%	1.9%	-3.9%	-14.4	-3.9%	0.0%	-15.0%	3.7%
N#Cc1ccc(C(=O)OCCc2cc3ccccc3c(=O)o2)cc1	7.8%	-3.0%	-8.1%	18.2%	-6.3	2.4%	-3.9%	-23.6%	-5.8%
O=C(Nc1cccnc1)c1ccc(S(=O)(=O)N2CCCCCC2)cc1	0.9%	-4.1%	4.0%	5.0%	0.6	-6.9%	3.4%	-4.9%	-8.0%
CN(C)/C=C/c1onc(-c2ccccc2Cl)c1C#N	3.0%[57.1 µM]	13.4%	5.3%	-9.4%[57.1 µM]	-8.4	-0.9%	-4.1%	-14.3%	-1.9%
CC(C)C(=O)Nc1c2c(nn1-c1ccc(F)cc1)CS(=O)(=O)C2	1.3%	-10.2%	35.0%	22.9%	-8.3	-4.6%	-7.5%	-6.6%	17.5%
O=C(Cn1c(=O)oc2cc(S(=O)(=O)N3CCCC3)ccc21)N1CCCC1	2.1%	-2.1%	17.3%	25.7%	-7.9	2.0%	-0.1%	-8.3%	-12.3%
COc1ccc(Nc2ccc(N3C(=O)CCC3=O)cc2[N+](=O)[O-])cn1	-5.1%	-1.3%	-11.1%	14.2%	-0.9	-1.6%	-0.6%	-8.0%	-2.9%
CSc1cccc(NC(=O)C(c2ccccc2)N2Cc3ccccc3C2=O)c1 (stereo not drawn)	-10.5%	2.2%	16.7%	12.4%	-6.3	0.0%	-9.2%	-28.9%	-1.3%
COc1ccc(C(=O)CSc2nnc3ccc(-c4ccccn4)nn23)cc1	33.1%[activator]	-0.9%	24.0%[11.4 µM]	8.4%	-7.2	4.6%	-6.9%	-5.4%	-14.1%
O=C(NNc1nc(N2CCCC2)nc(N2CCCC2)n1)c1ccccc1	-11.7%	-4.8%	-7.9%	-10.5%	-2.2	-0.9%	-1.6%	-21.5%	-13.3%
S=C1Cc2ccccc2C(c2ccc(Cl)cc2)N1 (stereo not drawn)	6.5%	-4.1%	-31.8%	-11.7%	0.4	-0.3%	-0.9%	-22.5%	1.9%
Cc1cc(=O)oc2cc(OCC#N)ccc12	19.7%	-1.3%	16.2%	-4.2%	-2.8	-0.8%	-2.0%	-9.2%	-1.4%
O=C(COC(=O)/C=C/c1cccc(C(F)(F)F)c1)NCc1ccc(F)cc1	-5.1%	-1.6%	2.0%	-1.1%	-3.4	8.8%	1.2%	-22.0%	3.8%

Screening data as filed in PubChem BioAssay.

A portion of the library; the hit share may differ from the screen's.
